4-MU autofl: qHTS Assay for Spectroscopic Profiling in 4-MU Spectral Region. 59,000 tested, 11% active. compound autofluorescence, 340/450 nm, 4-MU equivalents; stronger effect = higher value. max dye-equivalent concentration, M. AID 589, 2007; in the data active means max dye-equivalent concentration above about 10 nM; inconclusive means mostly about 1.1 nM to 9.6 nM
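Compounds in 100 mM Tris, pH 8.0, incubated 15 min at room temperature, then fluorescence read at 340 nm excitation/450 nm emission. Signal converted to 4-MU dye-equivalent concentration using an on-plate six-point 4-MU standard curve.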
HEK293 cAMP ctrl: qHTS Assay for Agonists of the Thyroid Stimulating Hormone Receptor: Activators of Intracellular cAMP Concentrations in Parental HEK 293 | 73,000 tested, 2.5% active | parental HEK293 CNG cAMP sensor, membrane potential fluorescence | Potency, µM (titrated, usually from 57.1 µM), for inactives: top-dose activation, most hits filed as activators; further: potency means the concentration at half of the fitted maximal effect; % of control where 0% means no effect; nearly all actives have a fitted effect of over 55% in size
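Parental HEK 293 cells stably expressing a modified CNG channel (no TSHR) report cAMP rise as membrane depolarization. Membrane potential dye with 100 uM RO 20-1724 was loaded for 60 min at room temperature, then compound added for 30 min; fluorescence read at 590 nm.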
Casp7 inh: qHTS Assay for Allosteric/Competitive Inhibitors of Caspase-7; AID 889, 2007; 75,000 tested, 0.02% active; Potency, µM (titrated, usually from 57.5 µM), without a hit: at the top dose activity change, negative = inhibition, most hits filed as inhibitors; recombinant caspase-7, Ac-DEVD-AFC fluorescence rate; active means well fitted inhibition curve with a large enough effect in the main read-out, with a control signal flat, not every such curve was filed as active; inconclusive means small, poorly fitted or top-dose-only effect, or a change in a side signal; further: potency means the concentration at half of the fitted maximal effect; % of control where 0% means no effect
A350 autofl: qHTS Assay for Spectroscopic Profiling in A350 Spectral Region. Compound autofluorescence, 340/450 nm, Alexa 350 dye-equivalents; stronger effect = higher value. max dye-equivalent concentration, M. 59,000 tested, 11% active; in the data active means max dye-equivalent concentration above about 10 nM; inconclusive means mostly about 1.1 nM to 9.6 nM
Rhodamine fluor: qHTS Assay for Spectroscopic Profiling in Rhodamine Spectral Region; Rhodamine-region fluorescence, 547/598 nm, Tris buffer; stronger effect = higher value; max dye-equivalent concentration, M; 59,000 tested, 0.05% active; AID 594, 2007; in the data active means max dye-equivalent concentration above about 11 nM; inconclusive means between about 1.1 nM and that limit
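Intrinsic compound fluorescence, ex 547 / em 598 nm, CCD imager. Tris 100 mM pH 8.0; 15 min RT. Output = rhodamine dye-equivalent concentration at each compound concentration.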
Casp1 inh: qHTS Assay for Allosteric/Competitive Inhibitors of Caspase-1 | Caspase-1 enzyme, Ac-WEHD-AFC fluorogenic rate | Potency, µM (titrated, usually from 57.5 µM), for the others: at the highest dose activity change, negative = inhibition, usual class: inhibitors | P29466 | 75,000 tested, 0.03% active;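 further: potency means the concentration at half of the fitted maximal effect; plate controls were vehicle for no effect and no substrate for full effect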
Target sequence (P29466 120-297 limits assumed): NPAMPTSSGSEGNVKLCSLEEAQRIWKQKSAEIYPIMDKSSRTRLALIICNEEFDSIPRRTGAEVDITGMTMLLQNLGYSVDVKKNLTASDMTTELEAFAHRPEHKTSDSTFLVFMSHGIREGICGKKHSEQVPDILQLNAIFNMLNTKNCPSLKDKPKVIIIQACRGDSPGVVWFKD
Target sequence (P29466 317-404 limits assumed): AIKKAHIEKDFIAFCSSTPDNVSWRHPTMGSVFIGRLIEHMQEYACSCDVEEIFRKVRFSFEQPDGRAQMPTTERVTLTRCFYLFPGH
ERK AVP inh: qHTS Assay for Inhibitors of the ERK Signaling Pathway using a Homogeneous Screening Assay. AID 995, 2007. Potency, µM (series often up to 57.5 µM), without a hit: at the top dose activity, negative = inhibition, actives largely listed as inhibitors. 72,000 tested, 0.99% active. HEK293-V1b, vasopressin-stimulated pERK AlphaScreen; further: potency means the concentration at half of the fitted maximal effect; on the % scale 0 is the no-effect control and ±100 the full control effect; nearly all actives have a fitted effect of over 55% in size
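HEK293 cells stably expressing V1b receptor, seeded overnight in 1% FBS, were treated with compounds for 30 min at 37C, then stimulated 5 min with 25 nM vasopressin; phospho-ERK read by AlphaScreen SureFire after lysis.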
TexasRed autofl: qHTS Assay for Spectroscopic Profiling in Texas Red Spectral Region; Compound fluorescence, Texas Red channel, 547/618 nm; stronger effect = higher value; max dye-equivalent concentration, M; 59,000 tested, 0.06% active; in the data active means max dye-equivalent concentration above about 10 nM; inconclusive means between about 1.1 nM and that limit
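Spectral interference profiling: each compound concentration's relative fluorescence, read with a 547 nm excitation and 618 nm emission filter pair, was normalized to a per-plate Texas Red standard curve.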
Fluorescein fluor: qHTS Assay for Spectroscopic Profiling in Fluorescein Spectral Region. Compound autofluorescence, 480/540 nm, fluorescein-equivalent; stronger effect = higher value. max fluorescein-equivalent concentration, M. 59,000 tested, 0.91% active; in the data active means max fluorescein-equivalent concentration above about 10 nM; inconclusive means between about 1.1 nM and that limit
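Normalized response (dye-equivalent concentration) derives from comparing each well's 540 nm emission, under 480 nm excitation, with plate-resident fluorescein standards. Compounds were held in 100 mM Tris, pH 8.0, for 15 min at room temperature.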
Tau filament bind: qHTS Assay for Tau Filament Binding; recombinant tau filaments, thioflavin S fluorescence, 15 h; filaments grown with octadecylsulfate alongside compound; Potency, µM (titrated, usually from 57.1 µM), inactives show at the highest dose activity change, negative = inhibition; 71,000 tested, 2% active;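 further: potency means the concentration at half of the fitted maximal effect; on the % scale 0 is the no-effect control and ±100 the full control effect; actives lower thioflavin S fluorescence by blocking filaments or displacing dye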
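Recombinant tau protein (human, 1 uM final) plus 30 uM ODS in HEPES pH 7.4 with NaCl, DTT and thioflavine S. Compound present from the start; fluorescence at 510 nm after 15 h, 37 C.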
FLuc inh: qHTS Assay for Inhibitors of Firefly Luciferase. Luciferin 4-monooxygenase (Photinus pyralis), P08659. purified firefly luciferase, luminescence, 8 min. Potency, µM (series often up to 57.1 µM), for the others: at the top dose activity change, negative = inhibition, hits mostly inhibitors. 72,000 tested, 2.2% active; further: potency means the concentration at half of the fitted maximal effect; on the % scale 0 is the no-effect control and ±100 the full control effect; nearly all actives have a fitted effect of over 40% in size
Target sequence (P08659 whole entry, looked up): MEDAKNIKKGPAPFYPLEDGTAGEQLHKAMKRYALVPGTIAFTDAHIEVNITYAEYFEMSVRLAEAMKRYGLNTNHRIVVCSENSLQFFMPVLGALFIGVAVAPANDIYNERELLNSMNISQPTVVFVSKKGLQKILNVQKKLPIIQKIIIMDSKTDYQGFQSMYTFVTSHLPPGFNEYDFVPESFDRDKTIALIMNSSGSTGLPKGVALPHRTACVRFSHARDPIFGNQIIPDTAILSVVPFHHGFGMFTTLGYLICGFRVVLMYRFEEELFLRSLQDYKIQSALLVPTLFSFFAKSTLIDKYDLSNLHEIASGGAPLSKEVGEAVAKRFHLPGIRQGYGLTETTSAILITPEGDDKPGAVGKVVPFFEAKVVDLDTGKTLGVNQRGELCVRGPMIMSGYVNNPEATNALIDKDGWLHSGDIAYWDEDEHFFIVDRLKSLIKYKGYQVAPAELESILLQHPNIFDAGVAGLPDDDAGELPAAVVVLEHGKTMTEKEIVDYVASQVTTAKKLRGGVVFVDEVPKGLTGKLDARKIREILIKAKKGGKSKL
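Substrate buffer containing 10 uM ATP (pH 7.2 imidazole, Mg2+, KCl, detergent, BSA) is dispensed, compound pinned in, then luciferase/luciferin detector mix added. After 8 min at ambient temperature, light output is measured.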
* marks the source's active call; other numbers are inactive results; i = inactive; ? = inconclusive; . = no result given; [ ] = another dose, or the depositor's remark. Unless noted, the call rests on the fitted dose curve; in most records, active means well fitted curve in the direction sought with a large enough effect; inconclusive means small, poorly fitted or top-dose-only effect, or another doubt; inactive means no such curve, though single readings can be large; an effect the other way counts as inactive or inconclusive.

SMILES	4-MU autofl	HEK293 cAMP ctrl	Casp7 inh	A350 autofl	Rhodamine fluor	Casp1 inh	ERK AVP inh	TexasRed autofl	Fluorescein fluor	Tau filament bind	FLuc inh
CC(=O)NC(CCS(C)(=O)=O)C(=O)Nc1cccc2ccccc12 (stereo not given)	.	-5.7%	1.0%	.	.	-12.5%	.	.	.	-2.5%	-7.5%
CCc1ccccc1N(CC)C(=O)c1cn(CC)c(=O)c2cc(OC)c(OC)cc12	i	3.6%	-2.6%	i	i	1.6%	6.9%	i	i	2.3%	1.5%
O=C(NCc1ccc2c(c1)OCO2)c1cccs1	i	4.8%	1.2%	i	i	0.2%	-10.1%	i	?	0.4%	-0.2%
Cc1ccc(S(=O)(=O)NCC(=O)N(CC(=O)NCc2ccccc2)CC2CCCO2)cc1 (stereo not given)	i	6.2%	-2.5%	i	i	5.5%	1.6%	?	?	-2.1%	-0.1%
CS(=O)(=O)N(CC(=O)NCc1cccnc1)Cc1ccc(Cl)cc1	i	4.7%	0.5%	i	i	0.8%	-18.8%	?	i	-9.0%	-0.8%
Cc1ccccc1NC(=O)c1cc(S(=O)(=O)N2CCOCC2)ccc1F	i	12.2%	0.7%	i	i	1.8%	-12.9%	i	i	-2.9%	3.6%
Cc1ccc(S(=O)(=O)NCCCC(=O)C=[N+]=[N-])cc1	i	-6.6%	-3.7%	i	i	-1.1%	-6.3%	?	i	-9.5%	1.0%
N#Cc1ccccc1-c1ccc2ncnc(N3CCNCC3)c2c1	i	2.7%	-1.3%	i	i	-0.9%	-19.2%	?	i	8.1%	-8.5%[2.29 µM]
OCCNCCCCCOc1ccc(F)cc1	.	2.1%	-0.3%	.	.	-0.9%	-1.6%	.	.	-16.2%	0.7%
CC(C)(C)CC(C)(C)c1ccc(OCOCCOCCO)c(Cc2cc(C(C)(C)CC(C)(C)C)cc(Cc3cc(C(C)(C)CC(C)(C)C)ccc3OCOCCOCCO)c2OCOCCOCCO)c1	i	11.2%[25.6 µM]	-1.0%[25.7 µM]	i	i	0.3%[25.7 µM]	29.1%[25.7 µM]	i	?	76.0%[25.6 µM]	10.3%[25.5 µM]
O=C1c2sc3nc4c(c(=O)n3c2C(=O)N1c1ccccc1)CCC4	?	-11.2%	-0.9%	?	i	-0.4%	-9.6%	?	i	-12.5%	-7.4%
c1ccc(OCc2nn3c(-c4n[nH]c5c4CCC5)nnc3s2)cc1	i	?	-9.6%	i	i	-1.0%	-11.8%	i	i	25.7%	0.4%
c1ccc(Cn2nnnc2C(c2cccnc2)N2CCN(c3ccccc3)CC2)cc1 (stereo not given)	i	1.2%	8.3%	i	i	-0.3%	?	?	?	4.4%	-34.8%
COC(=O)c1cn(C(C)C(=O)NCc2ccco2)c2ccccc12 (stereo not given)	i	?	1.0%	i	i	1.7%	17.3%	i	?	-5.7%	-0.6%
Cc1cc(C)nc(N2CCCC(C(=O)NCCc3ccccc3F)C2)n1 (stereo not given)	i	17.8%	-0.7%	?	i	-1.4%	-6.4%	i	?	1.7%	1.7%
O=C(c1cc2c(=O)oc3ccccc3c2s1)N1CCN(c2ccccn2)CC1	i	4.1%	2.3%	i	i	-2.0%	13.1%	i	i	8.2%	0.8%
Cc1cc(C)c2nc(N3CCC(C(=O)N4CCN(c5ncccn5)CC4)CC3)sc2c1	i	10.9%	-3.0%	i	i	-4.7%	-5.2%	i	?	0.3%	-0.1%
CN(C)c1ccc(-c2nn3c(-c4cccnc4)nnc3s2)cc1	1.19e-07M*	-1.6%	-3.4%	1.19e-07M*	i	0.9%	-12.1%	i	i	2.4%	1.4%
Cc1ccc(OCCOCCn2ccnc2)c(Br)c1	.	8.9%	1.0%	.	.	-8.9%	-3.7%	.	.	-18.6%	-11.2%
COc1ccc(NC(=O)c2ccc(S(=O)(=O)N3CCOCC3)cc2)c(OC)c1	i	3.0%	1.8%	i	i	-4.7%	-9.5%	?	i	-8.1%	-3.5%
COC(=O)c1cc(OC)c(OC)cc1NC(=O)c1c(C)noc1C	i	10.9%	-3.8%	i	i	1.7%	-8.1%	?	i	-8.1%	0.3%
CCOCCSC1=C(C#N)C(c2cccs2)C(C(C)=O)=C(C)N1 (stereo not given)	2.05e-08M*	6.6%	-3.8%	2.23e-08M*	i	-3.2%	-0.1%	i	?	-4.5%	-3.3%
CC(C)=CC/C=C1\CCC(C(=O)O)C(C(=O)O)C1 (stereo not given)	.	18.3%	-1.8%	.	.	1.2%	16.5%	.	.	4.7%	1.8%
Cc1ccc(N2C(=O)CSC2c2cccs2)cc1 (stereo not given)	i	19.2%	0.8%	i	i	4.1%	-18.5%	i	?	-11.3%	0.6%
CCC(NC(=O)Nc1ncccc1C)(C(F)(F)F)C(F)(F)F	i	.	.	i	i	.	.	i	i	.	2.7%[25.5 µM]
Cc1nc2ccccc2nc1OCC(=O)N1CCN(c2ccccc2)CC1	1.23e-08M*	1.4%	2.1%	1.58e-08M*	i	0.3%	-0.8%	i	?	-2.4%	-1.0%
Fc1ccc(-c2nc3n(n2)Cc2ccccc2-3)cc1	i	9.9%	0.5%	i	i	-0.7%	-19.2%	?	i	9.5%	3.98µM*
COc1cccc(C2C(C(=O)c3ccc(C)o3)=C(O)C(=O)N2CCCN(C)C)c1 (stereo not given)	.	-2.9%	-1.5%	.	.	-1.2%	7.2%	.	.	-2.6%	0.2%
O=C(CCCNS(=O)(=O)c1cccs1)N1CCN(c2ccc(F)cc2)CC1	i	12.2%	-1.9%	i	i	-0.6%	?	i	i	6.6%	0.1%
Cn1c(=O)oc2cc(S(=O)(=O)N3CCC(N4CCCCC4)CC3)ccc21	.	15.2%	-2.5%	.	.	2.5%	-9.8%	.	.	-7.7%	1.8%
CCN(CC)CCOC(=O)[C@@H](c1ccccc1)C1CCCCC1	i	19.9%[25.6 µM]	-0.1%[25.7 µM]	i	i	-1.3%[25.7 µM]	28.9%[25.7 µM]	i	?	-22.3%[25.6 µM]	3.5%[25.5 µM]
CC(C)C(=O)Nc1nc2c(ncn2C2CC(O)C(CO)O2)c(=O)[nH]1 (stereo not given)	.	1.8%	-0.3%	.	.	-3.0%	-7.3%	.	.	-6.5%	-0.3%
CCc1nc2ccccc2n(CCOCCOCCn2c(=O)c(CC)nc3ccccc32)c1=O	3.38e-08M*	9.4%	-0.1%	4.46e-08M*	i	-0.1%	?	i	i	-2.8%	3.9%
COCc1nnc(NC(=O)CSc2ccccc2)s1	i	?	-0.2%	i	i	-0.4%	-17.3%	i	i	7.4%	1.6%
CCOC(=O)C1CCCN(c2c(NCCCN(C)c3ccccc3)c(=O)c2=O)C1 (stereo not given)	.	9.9%	-1.4%	.	.	1.6%	7.6%	.	.	-7.3%	3.1%
Cc1nc2ccccn2c1/C(O)=C1\C(=O)C(=O)N(CCN2CCOCC2)C1c1cccnc1 (stereo not given)	i	?	-2.6%	?	i	0.1%	-8.9%	?	i	36.8%	0.5%
N#C/C(=C\c1ccc(O)c(O)c1)C(=O)NCCCNC(=O)/C(C#N)=C/c1ccc(O)c(O)c1	i	3.0%	0.9%	i	i	1.2%	3.1%	i	?	5.4%	-4.0%
Cc1ccc(SCCC(=O)N2CCC(C(N)=O)CC2)cc1	i	4.7%	3.9%	i	i	-0.9%	1.8%	?	i	-3.0%	0.9%
Cc1csc(NC(=O)c2cccc(S(=O)(=O)N3CCCCC3)c2)n1	i	25.9%	-1.1%	i	i	-1.3%	-13.0%	i	i	7.6%	-5.0%
O=C(Oc1ccccc1)N1CCC2(CCCN(c3ccccn3)C2)CC1	i	20µM*	-4.5%	i	i	-3.5%	4.0%	i	i	-10.4%	-0.5%[11.4 µM]
CC(C)n1c(SCC(=O)N2c3ccccc3Sc3ccccc32)nc2c1c(=O)n(C)c(=O)n2C	i	?	-1.3%	i	i	0.5%	-28.3%	?	i	-5.8%	0.6%
Cc1cc2ccccc2n1CCNC(=O)c1ccc(S(=O)(=O)N2CCOCC2)cc1	i	-7.3%	-3.8%	i	i	-0.9%	17.3%	i	i	10.9%	1.4%
Cc1cc(C)n(-c2ccc(C(=O)Oc3ccc4c(c3)OCO4)cc2)n1	i	?	-2.2%	i	i	1.1%	9.8%	?	?	4.2%	-20.5%
c1nc(N2CCOCC2)c2sc3nc(N4CCOCC4)c4c(c3c2n1)CCCC4	i	-2.7%	0.4%	i	i	-0.7%	-1.9%	i	i	-6.8%	2.3%
Cc1nn(-c2ccccc2)c(Oc2ccc(F)cc2)c1/C=N/n1cnnc1	i	23.5%	-0.8%	i	i	1.3%	1.9%	?	i	8.5%	3.0%
O=C1OCC(Cn2c3ccccc3c3ccccc32)O1 (stereo not given)	.	-4.2%	-0.9%	.	.	-0.1%	-10.6%	.	.	15.1%	-4.6%
CCOC(=O)N1CCN(Cc2cc(=O)oc3ccc(Cl)cc23)CC1	i	?	-0.9%	i	i	0.1%	12.5%	?	i	-8.7%	0.2%
Cc1onc(-c2ccccc2Cl)c1C(=O)N1CCN(c2nc3ccccc3s2)CC1	i	.	.	?	i	.	.	i	?	.	1.2%[25.5 µM]

These rows are one share of the data; count on the stated rates, not on these rows.
